ALOX12 inh: Primary qHTS assay for inhibitors of human arachidonate 12S-lipoxygenase (ALOX12): Round 2; purified 12hLO, xylenol orange hydroperoxide absorbance; Potency, µM (top dose mostly 108 µM), for inactives: top-dose activity change, negative = inhibition, hits mostly inhibitors; actives 1.1% (n = 580,000); AID 1671190, 2021; active = well fitted inhibition curve with a large enough effect; inconclusive = small, poorly fitted or top-dose-only effect, or another doubt; inactive = no such curve, though single readings can be large or run the other way
Target sequence (P18054 whole entry, looked up): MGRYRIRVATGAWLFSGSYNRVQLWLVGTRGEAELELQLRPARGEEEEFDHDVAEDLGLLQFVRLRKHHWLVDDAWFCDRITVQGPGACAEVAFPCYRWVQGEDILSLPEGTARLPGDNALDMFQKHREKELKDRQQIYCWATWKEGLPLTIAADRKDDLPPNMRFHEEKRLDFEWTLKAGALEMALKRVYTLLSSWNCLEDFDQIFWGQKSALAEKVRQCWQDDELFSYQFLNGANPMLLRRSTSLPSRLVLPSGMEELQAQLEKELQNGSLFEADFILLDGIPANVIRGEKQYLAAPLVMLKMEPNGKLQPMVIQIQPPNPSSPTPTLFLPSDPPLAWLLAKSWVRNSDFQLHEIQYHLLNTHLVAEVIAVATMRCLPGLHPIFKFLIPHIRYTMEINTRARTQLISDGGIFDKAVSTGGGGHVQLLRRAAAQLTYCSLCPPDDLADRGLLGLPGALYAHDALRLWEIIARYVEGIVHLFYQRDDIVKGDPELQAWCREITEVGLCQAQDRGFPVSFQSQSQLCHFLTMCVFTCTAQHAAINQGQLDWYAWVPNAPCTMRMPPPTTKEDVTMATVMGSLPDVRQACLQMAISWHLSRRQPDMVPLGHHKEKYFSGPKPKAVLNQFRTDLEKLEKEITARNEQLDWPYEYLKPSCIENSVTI
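Purified human 12hLO at 150 nM in 25 mM Hepes, 0.01% Triton X-100, pH 7.0, preincubated 15 min at room temperature with compound. Reaction started with 40 uM arachidonic acid, 30 min at room temperature. Hydroperoxide measured by Fe-xylenol orange, 573/405 nm absorbance ratio.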
* hit, by the source's call; ? = inconclusive; [ ] = another dose, or the depositor's remark. % is scaled to controls: 0 for no effect and ±100 for the full control effect; potency is read from the fitted curve at half-maximal effect. Only part of the results is shown; rates above refer to the full screens.

Molecule,ALOX12 inh
CCc1ccc(-c2cn[nH]c2C=O)cc1,-48%
Cc1cnc(C)c(-c2cccc3c2OC(CNC(=O)c2cc(C)on2)C3)n1 (stereo not drawn),7%
COc1ccc(CN(C)Cc2cc(=O)n3[nH]c(-c4cccc(C)c4)cc3n2)cc1,1%
Cn1c(=O)c2c(ncn2CCCOc2ccccc2)n(C)c1=O,-16%
O=C(NCCCN1CCCC1=O)c1c(OCC2CC2)cc(=O)n2c1CCOCC2,9%
COCCn1nnnc1C1CC2(CCOCC2)C(=O)N1Cc1cc(F)cc(F)c1 (stereo not drawn),10%
CS(=O)(=O)Cc1ccc(-c2ccc(F)cc2C(F)(F)F)nc1,28%
O=c1c(Cl)c(N2CCN(Cc3ccccc3)CC2)cnn1Cc1ccc(Cl)cc1,-17%
CCCN(CC1CC1)C(=O)CNC(N)=O,-8%
Cc1ccc(-c2nnc3ccc(N4CCCCC4)nn23)nc1,10%[176 µM]
Cc1cc(C(=O)CSc2nc3cc([N+](=O)[O-])ccc3o2)c(C)n1C,-7%
Fc1ccc(NC(=S)NC2CC2)cc1Cl,?
CC(C)(C)CC(=O)N1CCC2(CC1)N(c1ccccc1)C(=O)CS2(=O)=O,16%
Cc1cccc(CN2CCN(S(=O)(=O)c3cn(C)nc3C)CC2)c1,16%
COCCC(=O)N1CCC2(CC1)CC(Cc1nc(-c3ccncc3)no1)CCO2 (stereo not drawn),28%
CC(=O)N1Cc2ccccc2CC2(CCCN(CC3CCCC3)C2)C1 (stereo not drawn),3%[6.33 µM]
N#Cc1ccc(OCCSCc2cccc(F)c2)cc1,?
OCc1ccc(-c2nccn2CCc2noc(-c3ccccc3)n2)o1,21%
Cc1ccc(CNC(=O)C2(c3ccc(NS(C)(=O)=O)cc3)CCCCC2)o1,2%
CCOC(=O)c1ccc(NC(=O)Cn2c(-c3ccc(F)cc3)nc(C)c(CCO)c2=O)cc1,2%
O=C1CN(C(=O)c2ccnc(-c3nnc4ccc(Nc5ccccc5)nn34)c2)CCN1,3%[176 µM]
CCc1ccc(CN2CC3ON=C(C(=O)O)C3C2)cc1 (stereo not drawn),-9%[12.5 µM]
COCCN(Cc1ccco1)C(=O)c1nn(Cc2ccccc2)c(=O)c2ccccc12,19%
OC[C@@H]1CN(CC2CCCCC2)C[C@H]1c1nc(C2CC2)no1,?
CCC(=O)N1CCN(c2ccc(NC(=O)c3cc4ccccc4cc3OC)cc2Cl)CC1,0%
N#Cc1ccc(OCCOC(=O)CCc2ccc3ccccc3n2)cc1,10%
CCN(CC)C(CNS(=O)(=O)c1cccs1)c1ccsc1 (stereo not drawn),75%[activator]
c1ccc(NCC2CCOC2)cc1 (stereo not drawn),-11%
O=S1(=O)CCN2C(c3cc(F)ccc3F)=CSC2=N1,-1%
CCN(CC)Cc1ccc2cc(COC(=O)Nc3ccc(C(=O)NO)cc3)ccc2c1,15µM*
CCCNC(=O)c1coc(COc2ccc3c(c2)C(c2ccc(F)cc2)N(C(=O)C(C)C)CC3)n1 (stereo not drawn),-2%
CO[C@H]1C(=O)N(C2CCN(S(=O)(=O)c3ccccc3)CC2)[C@H]1c1ccncc1,26%
Cc1ncc2c(c1CNC(=O)Cc1ccc(C(F)(F)F)cc1)CCNC2,?
CN1C[C@@H]2CCCN3CCC[C@@H]([C@H]23)[C@H]1CCCC(=O)N1CCCCC1,6%
CC(C)CN1CC2(CCN(C(=O)Cc3c[nH]c(=O)n(C)c3=O)CC2)CC1=O,14%
C#CCNC(=O)c1cc(-c2ccc(Cl)cc2Cl)c2cccn2n1,?
Cc1cn2nc(C(=O)Nc3ccc4c(c3)OCCO4)cc2c(N2CCCC2)n1,-12%
COc1ccc(O[C@H]2COCCN(C(=O)c3cc(C)oc3C(F)(F)F)C2)cc1,45%[activator][176 µM]
Cc1cccc(-n2nnnc2C2(Nc3ccccc3C)CCCC2)c1,?
O=C(c1nnc(CN2CCOCC2)n1-c1ccccc1)N1CCC[C@@H]1C(c1ccccc1)c1ccccc1,-2%
O=C(CCc1nc(C2CCCN2C(=O)C2CC2)no1)NCCC1=CCCCC1 (stereo not drawn),47%[activator]
CCOc1ccccc1C(=O)N1Cc2cnc(Cc3ccc(OC)cc3)nc2C1,-4%
C/C(=N/Nc1cc(C)c2ccccc2n1)c1cccs1,-41%
Cc1nc(-c2ccccc2)n(Cc2cccc(C(F)(F)F)c2)c(=O)c1CCO,22%
O=S(=O)(NCCc1nnc2ccc(SCc3cccc(F)c3)nn12)c1ccccc1,39%
CN1CCC(C(=O)N2Cc3ccccc3CC3(CCCCN3Cc3ccncc3)C2)CC1 (stereo not drawn),0%[6.33 µM]
Cn1c(=O)c2ccnn2c2ccc(C(=O)NCC3CCN(Cc4ccccc4F)CC3)cc21,16%
O=C(Cn1ccn2nc3c(c2c1=O)CCCCC3)Nc1ccccc1C(F)(F)F,16%

Eleven entries from above, arranged by count of non-hydrogen atoms, descending:
Molecule,ALOX12 inh
O=C(c1nnc(CN2CCOCC2)n1-c1ccccc1)N1CCC[C@@H]1C(c1ccccc1)c1ccccc1,-2%
Cn1c(=O)c2ccnn2c2ccc(C(=O)NCC3CCN(Cc4ccccc4F)CC3)cc21,16%
CN1CCC(C(=O)N2Cc3ccccc3CC3(CCCCN3Cc3ccncc3)C2)CC1 (stereo not drawn),0%[6.33 µM]
O=S(=O)(NCCc1nnc2ccc(SCc3cccc(F)c3)nn12)c1ccccc1,39%
O=C(Cn1ccn2nc3c(c2c1=O)CCCCC3)Nc1ccccc1C(F)(F)F,16%
COc1ccc(O[C@H]2COCCN(C(=O)c3cc(C)oc3C(F)(F)F)C2)cc1,45%[activator][176 µM]
CC(C)CN1CC2(CCN(C(=O)Cc3c[nH]c(=O)n(C)c3=O)CC2)CC1=O,14%
Cc1ncc2c(c1CNC(=O)Cc1ccc(C(F)(F)F)cc1)CCNC2,?
Cc1cccc(-n2nnnc2C2(Nc3ccccc3C)CCCC2)c1,?
C#CCNC(=O)c1cc(-c2ccc(Cl)cc2Cl)c2cccn2n1,?
C/C(=N/Nc1cc(C)c2ccccc2n1)c1cccs1,-41%

Carrying on:
Molecule,ALOX12 inh
COc1ccc(O[C@H]2COCCN(C(=O)c3ccc(C(F)(F)F)cc3)C2)cc1,97%[activator][176 µM]
Cc1nc(-c2ccc(F)cc2)n(CC(=O)Nc2ccccc2)c(=O)c1CCO,-2%
COCCN1C(=O)CO[C@H]2CN(c3ncccn3)C[C@H]21,50µM*
CC(NC(=O)c1ccco1)c1nnc2n1CCN(Cc1ccc(N(C)C)cc1)CC2 (stereo not drawn),8%
Cc1ccc(N(CC(=O)N2CCC(C(N)=O)CC2)S(=O)(=O)c2ccccc2)cc1C,-8%
O=C(Nc1cccc2ccccc12)O[C@@H]1CO[C@H]2[C@@H]1OC[C@@H]2NC(=O)c1ccco1,-2%[176 µM]
Cc1ccc(Cl)c(OC(C)C(=O)NN)c1 (stereo not drawn),11%
Cc1cccc(OCC2(CNCc3nccs3)C[C@@H](O)[C@@H](O)C2)n1 (stereo partly drawn),?
COC(=O)c1ccc2nc(CO[C@H]3CN(Cc4cnn(C)c4)C[C@H]3F)[nH]c2c1,-8%[176 µM]
O=C(CN1C(=O)S/C(=C\c2ccccc2)C1=O)Nc1ccc2oc(=O)ccc2c1,-14%
CCN1C(=O)NC(c2ccc(Br)s2)C(C(=O)OC)=C1C (stereo not drawn),-14%
Cc1cccc(-c2c3c(=O)n(C)c(=O)n(C)c3c3c(C)cc(C)nn23)c1,-9%

Cc1c(Cc2ccccc2)c(=O)oc2c(C)c(OCC(=O)NC(C)C)ccc12
  ALOX12 inh: 49%[activator]
COc1ccc(C2C(C(=O)Nc3ccc(C)cn3)=C(C)NC3=C2C(=O)CCC3)c(OC)c1 (stereo not drawn)
  ALOX12 inh: 21%
CC[C@H]1CN(S(=O)(=O)c2c(C)noc2C)CC[C@H]1CC(=O)NCc1cccc2ccccc12
  ALOX12 inh: 2%
CNC(=O)[C@@H]1C[C@H](Oc2ccccc2)CN1S(=O)(=O)c1ccc2c(c1)CCC2
  ALOX12 inh: -13%
CC(Sc1c(Cl)cccc1Cl)C(=O)NC(N)=O (stereo not drawn)
  ALOX12 inh: -3%
COC(=O)[C@]12C[C@H](CC(=O)NCc3cccc4ccccc34)C(=O)N(Cc3ccccc3)C1=C[C@H](C1CCCC1)O[C@@H]2C
  ALOX12 inh: -9%
Cc1ccnc(NC(=O)Cc2ccc(Cl)cc2)c1
  ALOX12 inh: 23%
O=S(=O)(Nc1nc2ccccc2nc1Nc1ccccc1)c1cccc2nsnc12
  ALOX12 inh: -12%
CN(CC(=O)C(C#N)c1ccccc1)Cc1ccccc1 (stereo not drawn)
  ALOX12 inh: 8%
CCOCCCNc1ncnc2c1CN(C1CCCNCC1)C(=O)CN2C (stereo not drawn)
  ALOX12 inh: -30%[6.33 µM]

CCn1cnnc1CC1CCCN(S(=O)(=O)c2ccccc2C)C1 (stereo not drawn)
  ALOX12 inh: 3%
COc1ccc(NC(=O)C(=O)NCCN(C)C)cc1N1CCCCS1(=O)=O
  ALOX12 inh: -25%
Cc1cccc(-c2ccc3c(c2)C(=O)N2C[C@H](O)C[C@H]2C(=O)N3)c1C
  ALOX12 inh: 8%[176 µM]
Cc1ccc(C=Nc2ccc(C)c(N=Cc3ccc(C)s3)c2)s1
  ALOX12 inh: 67%[activator]
N#Cc1cccc(C(=O)N2CCOCCNC(=O)CC2)c1
  ALOX12 inh: 41%[activator]
COc1cccc(C(=O)N2CCN(C(C(=O)O)c3ccc(O)cc3)CC2)c1 (stereo not drawn)
  ALOX12 inh: 11%
Cc1nnc([C@@H]2CC(F)(F)CN2C(=O)COc2ccc(Cl)cc2)o1
  ALOX12 inh: 9%
COc1ccc(OC)c(-c2csc(NC(=O)c3nn(C(C)C)c(=O)c4ccccc34)n2)c1
  ALOX12 inh: 15%
CN1CC(=O)N(C2CCCNCC2)Cc2c(NCC3CC3)ncnc21 (stereo not drawn)
  ALOX12 inh: ?
O=S(=O)(c1ccc(Br)cc1)N1CCC(n2cnnc2C2CC2)CC1
  ALOX12 inh: 7%

Cc1ccc(CC(=O)NCc2nnc3cc(-c4nc(C)no4)ccn23)cc1
  ALOX12 inh: 9%
CCOC(=O)c1sc(N)c(C#N)c1CSCc1ccccc1
  ALOX12 inh: ?
CCCCCCCCN1C(=O)[C@@H](CC(=O)NCCC(C)C)C[C@@]2(C(=O)OC)C1=C[C@H](C1CCCC1)O[C@@H]2C
  ALOX12 inh: 1%
Cn1nc(C(=O)NCc2ccccc2Cl)c2ccccc2c1=O
  ALOX12 inh: -26%
Cc1nc(C(=O)N2CC[C@H](NS(=O)(=O)c3cn(C)cn3)C[C@H]2C(=O)N[C@H](Cc2ccccc2)C(N)=O)cs1
  ALOX12 inh: 2%
O=C(c1cc2ccccc2oc1=O)N1CCN(c2ccccc2)CC1
  ALOX12 inh: 14%
CC(Oc1ccccc1)C(=O)N1CCC(n2cc(-c3nc(C4CC4)no3)nn2)C1 (stereo not drawn)
  ALOX12 inh: ?
O=C(NCc1cc(-c2ccccc2Cl)no1)C1CC2(CCNCC2)CN1 (stereo not drawn)
  ALOX12 inh: 25%
[O-][n+]1cc(Cl)cc(Cl)c1
  ALOX12 inh: 2%
Cc1ccc(NC(=O)CN2c3ccc(S(N)(=O)=O)cc3CC2C)c(F)c1 (stereo not drawn)
  ALOX12 inh: -21%

O=C(Cn1cccc1-c1nc(-c2ccc3c(c2)OCO3)no1)N1CCCc2ccccc21
  ALOX12 inh: ?
Cc1cc(C)c(S(=O)(=O)N2CCn3c(nn(CC4CC4)c3=O)C2)cc1C
  ALOX12 inh: 78%[activator]
Cc1ccc(CN2CCN(C(=O)C3CCCN(C(=O)c4ccccc4)CCC(=O)NCC3)CC2)cc1 (stereo not drawn)
  ALOX12 inh: 0%
COc1cccc(-c2nc(CSc3ccc4c(c3)OCCCO4)cs2)c1OC
  ALOX12 inh: 35%[activator]
O=C(C1CCCC1)N1Cc2ccccc2CC2(CCN(CC3CCOCC3)C2)C1 (stereo not drawn)
  ALOX12 inh: 1%[6.33 µM]
CN(C)S(=O)(=O)c1ccc(CNC(=O)C2CCCN(CC(N)=O)C2)cc1 (stereo not drawn)
  ALOX12 inh: 1%
O=C(c1ccc(C(F)(F)F)cc1)N1CCCC2(CC(c3ccccn3)=NO2)C1 (stereo not drawn)
  ALOX12 inh: 6%[6.33 µM]
OC(c1ncc(-c2ccccc2)o1)C(F)(F)F (stereo not drawn)
  ALOX12 inh: -25%
Fc1ccc(CN2CCOC[C@H]2c2ncc(-c3cccc(Cl)c3)[nH]2)cc1
  ALOX12 inh: -1%[176 µM]
Cc1ccc(S(=O)(=O)N2CCNC(=O)C2)c2cccnc12
  ALOX12 inh: -19%

O=C(CN1C(=O)c2ccccc2C1=O)Nc1cnc2ccccc2c1
  ALOX12 inh: ?
O=C1NC(C(=O)NCCN2CCCCC2)Cn2cccc21 (stereo not drawn)
  ALOX12 inh: -4%
N[C@H]1CN(c2cncc(C(=O)N3CCCCC3)n2)C[C@@H]1C1CC1
  ALOX12 inh: 75%[activator]
COC(=O)c1ccc(CNC2CCCCC2)o1
  ALOX12 inh: -6%
Cc1cccc(CNC(=O)C2Cn3cccc3C(=O)N2Cc2cccnc2)c1 (stereo not drawn)
  ALOX12 inh: 62%[activator]
CCCc1nnc2sc(C(C)(C)Oc3ccc(Cl)cc3)nn12
  ALOX12 inh: -1%
O=C1NCCCCCCN(Cc2ccncc2)[C@@H]2CN(C(=O)Nc3ccccc3F)CC[C@@H]12
  ALOX12 inh: 57%[activator]
O=C1NC2(CCN(Cc3ccc(F)cc3)C2)COc2ccccc21 (stereo not drawn)
  ALOX12 inh: 5%[176 µM]
O=C(O)c1cc(F)cc(Br)c1
  ALOX12 inh: -97%

Assay outcomes: PubChem, National Center for Advancing Translational Sciences (NCATS)
